Assay outcomes (PubChem)
Anesthetic bind: candidate novel general anesthetic via apoferritin binding. P02791. apoferritin/1-aminoanthracene competitive binding, fluorescence. Potency, µM (series often up to 77.5 µM), for the others: at the top dose activity change, negative = displacement, actives largely listed as inhibitors. actives 0.074% (n = 350,000); also: potency is read from the fitted curve at half-maximal effect; % is scaled to controls: 0 for no effect and ±100 for the full control effect; nearly all actives have a fitted effect of over 20% in size
Target sequence (P02791 2-175 limits assumed): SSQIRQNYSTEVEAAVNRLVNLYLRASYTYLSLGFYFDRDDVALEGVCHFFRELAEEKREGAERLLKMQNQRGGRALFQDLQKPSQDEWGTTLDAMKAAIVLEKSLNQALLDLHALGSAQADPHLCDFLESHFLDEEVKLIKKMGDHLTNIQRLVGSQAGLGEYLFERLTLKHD
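Concentration-response curves derived by four-parameter Hill fitting of normalized fluorescence, where compounds displaced 1-AMA from 10 uM horse apoferritin following a brief 10 min room-temperature incubation; propofol titration acted as positive control.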
D1 agonist: human D1 receptor agonism; HEK293 T-REx D1 cells, calcium flux, agonist mode; activation, % at 2 µM; actives 1% (n = 360,000); in the data active = activation above about 30%; also: 0% is about no effect
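Agonism was scored from calcium flux recorded over 180 s (1 read/s) after pintool compound addition, following a 10-cycle baseline. Cells were inducible force-coupled HEK293 TREx D1, plated overnight at 30 C and loaded with no-wash calcium dye.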
RXFP1 agonist: agonists of human relaxin receptor RXFP1. actives 0.3% (n = 370,000). Potency, µM (series often up to 57.5 µM), without a hit: at the highest dose activation, actives largely listed as activators. Q9HBX9. HEK293T-RXFP1 cAMP TR-FRET, 30 min; response scale: percent of porcine relaxin response, buffer zero; also: potency is read from the fitted curve at half-maximal effect; % is scaled to controls: 0 for no effect and ±100 for the full control effect; nearly all actives have a fitted effect of over 60% in size; many of its hits are not listed in these tables
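cAMP rise read by TR-FRET after 30 min, 37C compound exposure (up to 58 uM) in RXFP1-transfected HEK293 cells with Ro 20174 present. EC50 from Hill-equation fits, with 29 nM porcine relaxin as 100% and buffer as basal.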
D2 potentiator: D2 dopamine receptor (human) potentiation; P14416; HEK293 T-REx D2, calcium flux, EC20 dopamine potentiation; potentiation, % at 10 µM; actives 0.34% (n = 340,000);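 active = potentiation over 3 SD above the plate norm, cut at about 30% in these data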; also: 0% is about no effect
Target sequence (P14416 whole entry, looked up): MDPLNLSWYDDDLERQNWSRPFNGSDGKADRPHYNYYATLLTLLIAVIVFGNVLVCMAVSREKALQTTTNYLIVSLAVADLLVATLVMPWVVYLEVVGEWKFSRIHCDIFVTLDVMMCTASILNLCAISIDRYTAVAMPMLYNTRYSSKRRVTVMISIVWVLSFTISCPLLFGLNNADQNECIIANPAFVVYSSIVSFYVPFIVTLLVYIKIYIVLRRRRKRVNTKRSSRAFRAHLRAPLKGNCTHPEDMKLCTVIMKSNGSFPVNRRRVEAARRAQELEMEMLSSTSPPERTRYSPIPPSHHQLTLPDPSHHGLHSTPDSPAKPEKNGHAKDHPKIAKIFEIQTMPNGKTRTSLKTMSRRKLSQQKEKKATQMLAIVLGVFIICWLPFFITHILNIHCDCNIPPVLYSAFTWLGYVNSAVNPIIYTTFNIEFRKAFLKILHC
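Tetracycline-induced HEK293 T-REx cells force-coupled to calcium signalling expressed D2; compounds were pin-added after a 10 s baseline, read kinetically 180 s, then an EC20 dopamine challenge followed with a further 180 s calcium read.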
D1 potentiator: human D1 dopamine receptor positive modulation | P21728 | HEK293 TREx D1 cells, calcium flux, dopamine EC20 potentiation | potentiation, % at 10 µM | actives 0.036% (n = 360,000); in the data active = potentiation above about 30%; also: 0% is about no effect
TRHR agonist: agonists of human TRH receptor; P34981; TRHR cells, calcium flux fluo-8, FDSS agonist mode; activation, % at 2 µM; actives 0.18% (n = 360,000); AID 493084; in the data active = activation above about 30%; also: 0% is about no effect
Target sequence (P34981 whole entry, looked up): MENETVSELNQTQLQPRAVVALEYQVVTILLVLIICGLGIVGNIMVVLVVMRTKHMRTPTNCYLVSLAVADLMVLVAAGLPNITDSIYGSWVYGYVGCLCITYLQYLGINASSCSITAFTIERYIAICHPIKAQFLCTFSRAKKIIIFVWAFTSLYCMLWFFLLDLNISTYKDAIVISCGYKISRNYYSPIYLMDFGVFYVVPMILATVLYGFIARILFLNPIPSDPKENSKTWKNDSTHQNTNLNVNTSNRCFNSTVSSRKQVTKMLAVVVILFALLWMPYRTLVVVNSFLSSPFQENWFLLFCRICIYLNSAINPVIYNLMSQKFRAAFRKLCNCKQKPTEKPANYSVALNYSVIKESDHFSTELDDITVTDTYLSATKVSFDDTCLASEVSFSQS
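Read-out: compound-evoked intracellular calcium rise in TRHR cells, fluo-8 dye, kinetic FDSS fluorescence at 1 s/cycle following a 10-cycle baseline. Cells cultured overnight before dye loading (30 min–1.5 h, RT).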
TRHR enhancer: allosteric enhancers of human TRH receptor; actives 0.66% (n = 360,000); P34981; AID 493056; TRHR cells, fluo-8 calcium fluorescence, EC20 TRH enhancement; enhancement, % at 2 µM; in the data active = enhancement above about 30%; also: 0% is about no effect
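Enhancer read-out: after compound pinning and an initial kinetic agonist-mode read, an EC20 of TRH (10 nM final) was injected and fluo-8 calcium signal (Ex 480/Em 530) followed at 1 s/cycle for 100 cycles in TRHR-expressing cells.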
D1 antagonist: antagonists of human D1 dopamine receptor | P21728 | HEK293 TREx D1 cells, calcium flux, dopamine EC80; stronger effect = lower value | activity change, negative = inhibition, % at 10 µM | actives 3.2% (n = 360,000); in the data active = activity change below about -30%; also: % is scaled to controls: 0 for no effect and ±100 for the full control effect
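Tetracycline-induced HEK293 Trex D1 cells, force-coupled to calcium, dye-loaded; compounds added and read 180 s, then EC80 dopamine added and calcium flux tracked kinetically another 180 s.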
RXFP1 antag: RXFP1 (human) relaxin receptor antagonism; HEK293-RXFP1, relaxin-stimulated cAMP HTRF, 30 min; stronger effect = lower value; AID 1259400; activity change, negative = inhibition, % at 57.5 µM; actives 0.59% (n = 350,000);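 active = activity change of -60% or lower, but not beyond a set lower limit; inconclusive = change between -60% and -40%, or beyond the set limit; inactive = change above -40%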; also: % is scaled to controls: 0 for no effect and ±100 for the full control effect
* = called active by the depositor; ? = inconclusive; / = not tested or not shown; & = joins results of further samples. Unless noted, calls follow the shape of the dose curve; as a rule, active = well fitted curve in the direction sought with a large enough effect; inconclusive = small, poorly fitted or top-dose-only effect, or another doubt; inactive = no such curve, though single readings can be large; an effect the other way counts as inactive or inconclusive. This is a subset; count on the stated rates, not on these rows.

Abbreviations: A = Anesthetic bind; B = D1 agonist; C = RXFP1 agonist; D = D2 potentiator; E = D1 potentiator; F = TRHR agonist; G = TRHR enhancer; H = D1 antagonist; I = RXFP1 antag
CCN1C(=O)[C@H]2[C@@H](c3ccc(-c4cccc(Cl)c4)cc3)N[C@@](C)(C(=O)OC)[C@H]2C1=O
  A = /	B = 11	C = -1.2%	D = 18	E = 8	F = -0.6	G = 2	H = 1	I = /
CCCC1CCC(c2ccc(OCC)cc2)=CC1=O (stereo not drawn)
  A = ?	B = 4	C = -0.4%	D = 5	E = 3	F = 0.0	G = 5	H = -21	I = -7
O=C(c1ccccc1)c1ccc2nc(N3CCN(C(=O)c4ccco4)CC3)c3nncn3c2c1
  A = -18%	B = 3	C = 3.6%	D = 0	E = 1	F = -0.2	G = 6	H = -3	I = /
COc1ccc(-c2ccoc2)cc1[C@H]1[C@H]2C=CC[C@@H](C)[C@@H]2C(=O)N1Cc1ccccc1
  A = -3%	B = 6	C = 1.8%	D = 3	E = 0	F = 1.1	G = 5	H = 22	I = /
Cc1cc2c(s1)c1cnn(Cc3ccc(C)c(F)c3F)c(=O)c1n2C
  A = /	B = 1	C = /	D = /	E = -7	F = 0.1	G = 3	H = 5	I = /
Cc1ccc(C)c(N2CCN(C(=O)c3ccc(CSc4nc5ccncc5[nH]4)cc3)CC2)c1
  A = -13%	B = 4	C = -0.5%	D = 9	E = -3	F = 0.0	G = 0	H = -1	I = -36
Cc1cccc(NC(=O)Cn2c(=O)n(CCc3ccccc3)c(=O)c3sc4ccccc4c32)c1
  A = 1%	B = -2	C = 21%	D = 10	E = 0	F = -1.4	G = -7	H = -2	I = 15
Cc1cc(C)nc(SCc2nc(N)nc(-c3ccccc3O)n2)n1
  A = -16%	B = 5	C = 1.9%	D = /	E = -5	F = -0.3	G = -1	H = -24	I = -9
Cc1ccc(-n2c(=O)c3cc4c(=O)n(-c5ccc(C)c(C)c5)c(=O)c4c(C(=O)c4ccc(C(=O)O)cc4)c3c2=O)cc1C
  A = 7%	B = 0	C = -3.5%	D = 4	E = 2	F = -0.4	G = 9	H = 1	I = -3
COc1cccc(NC(=O)c2cnc(SCC(=O)N3CCCc4ccccc43)n(C)c2=O)c1
  A = -15%	B = 1	C = -0.7%	D = 2	E = -3	F = 0.2	G = 1	H = /	I = 9
Cc1ccc(C(=O)Nc2ccc(S(=O)(=O)NC3=NCCCCC3)cc2)c(C)c1
  A = /	B = 8	C = -1.9%	D = -7	E = 0	F = -0.8	G = -5	H = -7	I = -6
O=C(OCC(=O)N1CCCC1)c1ccc(O)cc1
  A = -3%	B = 2	C = 0.4%	D = 16	E = -1	F = 0.7	G = 20	H = 4	I = -2
COc1ccccc1NC(=O)C1CCCN1C(=O)Nc1ccc(F)cc1 (stereo not drawn)
  A = 11%	B = 0	C = 0.0%	D = /	E = 1	F = -0.1	G = -3	H = 8	I = -21
O=C(c1ccco1)N1CCN(C(=S)NC2CC3CCC2C3)CC1 (stereo not drawn)
  A = -5%	B = -1	C = -0.7%	D = -10	E = -2	F = -0.3	G = -4	H = 27	I = 12
O=C(CC12CCC(CC1)C2)NCc1ccc2c(c1)OCO2
  A = -10%	B = 2	C = -0.1%	D = 16	E = -8	F = -0.3	G = 0	H = 12	I = -8
CCOc1ccc(NC(=O)C2Cc3ccccc3CN2S(=O)(=O)CC)cc1 (stereo not drawn)
  A = -16%	B = 0	C = -1.2%	D = 14	E = -7	F = -1.1	G = 11	H = -18	I = 2
Cc1ccc(C(=O)N(NC2=NS(=O)(=O)c3ccccc32)S(=O)(=O)c2ccc(C)cc2)cc1
  A = -12%	B = 2	C = -0.7%	D = -8	E = 0	F = -0.6	G = 12	H = 23	I = -13
O=C(CNC(=O)c1ccc2c(c1)OCCO2)N/N=C/c1ccc(Cl)cc1
  A = ?	B = 1	C = 0.6%	D = -2	E = -3	F = -1.4	G = 2	H = -1	I = -14
CC(=O)N1CCc2c(sc3c2c(=O)n(-c2ccccc2Cl)c(=O)n3C)C1
  A = -3%	B = 5	C = 1.2%	D = -7	E = -3	F = -0.1	G = 2	H = 16	I = -6
CC1CCCN(C(=O)CNS(=O)(=O)c2cccs2)C1 (stereo not drawn)
  A = 7%	B = 2	C = -1.3%	D = /	E = -7	F = 0.4	G = 2	H = -6	I = 8
CCC(C(=O)c1ccccc1)P(=O)(NN)c1ccccc1 (stereo not drawn)
  A = -16%	B = 0	C = -1.6%	D = -1	E = 5	F = -0.3	G = 5	H = 9	I = -20
CCC(C(=O)O)N1C(=O)/C(=C/c2cccn2C)SC1=S (stereo not drawn)
  A = -14%	B = 2	C = 0.1%	D = -2	E = -13	F = 2.1	G = 10	H = -22	I = /
CCN(CC)S(=O)(=O)c1cc(C(=O)Nc2cc(S(=O)(=O)N3CCOCC3)ccc2N2CCCC2)ccc1F
  A = /	B = 1	C = -0.8%	D = 6	E = -4	F = 0.0	G = -10	H = 14	I = -7
CCC(C)(C)NC(=O)CCCSc1nc2ccccc2s1
  A = -8%	B = 0	C = 0.3%	D = -12	E = -2	F = -1.2	G = -8	H = 6	I = -23
CC1=C(c2ccc(C)c(C)c2)S(=O)(=O)N=C1N1CCC(C(=O)NC(C)c2ccccc2)CC1 (stereo not drawn)
  A = -23%	B = 2	C = 7.1%	D = 9	E = -6	F = 0.0	G = 4	H = -75*	I = -13

The list goes on, starting with the last 4 of the part before.
Abbreviations: A = Anesthetic bind; B = D1 agonist; C = RXFP1 agonist; D = D2 potentiator; E = D1 potentiator; F = TRHR agonist; G = TRHR enhancer; H = D1 antagonist; I = RXFP1 antag
CCC(C(=O)O)N1C(=O)/C(=C/c2cccn2C)SC1=S (stereo not drawn)
  A = -14%	B = 2	C = 0.1%	D = -2	E = -13	F = 2.1	G = 10	H = -22	I = /
CCN(CC)S(=O)(=O)c1cc(C(=O)Nc2cc(S(=O)(=O)N3CCOCC3)ccc2N2CCCC2)ccc1F
  A = /	B = 1	C = -0.8%	D = 6	E = -4	F = 0.0	G = -10	H = 14	I = -7
CCC(C)(C)NC(=O)CCCSc1nc2ccccc2s1
  A = -8%	B = 0	C = 0.3%	D = -12	E = -2	F = -1.2	G = -8	H = 6	I = -23
CC1=C(c2ccc(C)c(C)c2)S(=O)(=O)N=C1N1CCC(C(=O)NC(C)c2ccccc2)CC1 (stereo not drawn)
  A = -23%	B = 2	C = 7.1%	D = 9	E = -6	F = 0.0	G = 4	H = -75*	I = -13
CC(Nc1c[nH]c(=O)[nH]c1=O)c1ccccc1 (stereo not drawn)
  A = -5%	B = 5	C = -0.2%	D = 4	E = 2	F = -0.1	G = -1	H = 3	I = 10
Clc1ccc2c(c1)C1=C(C(c3ccncc3)O2)C(c2ccc(Br)cc2)n2ncnc2N1 (stereo not drawn)
  A = -9%	B = 2	C = -1.5%	D = 8	E = 5	F = 0.1	G = 4	H = 5	I = -17
CCCCN(C(=O)c1ccc(COc2ccccc2)o1)c1c(N)n(CC(C)C)c(=O)[nH]c1=O
  A = /	B = 0	C = -1.4%	D = 2	E = 7	F = 0.4	G = 1	H = 20	I = 2
O=C(NN1CC(C(=O)OCc2ccccc2F)CC1=O)c1ccccc1 (stereo not drawn)
  A = ?	B = 7	C = -2.6%	D = -3	E = -15	F = 2.1	G = 8	H = -23	I = 3
Cc1cc(C)n2nc(SCC(=O)N/N=C/c3ccccc3F)nc2n1
  A = -11%	B = 1	C = 9.9%	D = /	E = -5	F = -0.4	G = -2	H = 8	I = 9
COc1cccc(CNS(=O)(=O)c2c(C)nc3scc(C)n3c2=O)c1
  A = -2%&2%	B = 2&1	C = 0.3%&1.7%	D = 0&0	E = -2&0	F = 0.5&0.9	G = -3&8	H = -8&-10	I = -3&-1
CC1C/C(=N\NC(N)=S)c2cc(Cl)ccc2S1 (stereo not drawn)
  A = 5%	B = 3	C = -15%	D = -2	E = 4	F = -0.4	G = 2	H = 16	I = -8
CCOc1ccc(NC(=S)NCCCc2ccccc2)cc1
  A = -12%	B = 0	C = -0.1%	D = -12	E = -10	F = -0.8	G = -1	H = -22	I = -6
COc1ccc(CNC(=O)CCNS(=O)(=O)c2ccc(C)cc2)cc1
  A = -6%	B = 0	C = 0.4%	D = 17	E = 0	F = -0.4	G = 3	H = 11	I = -3
CCN(CC)S(=O)(=O)c1ccc2c(c1)c(=O)c(C(=O)N1CCOCC1)cn2C
  A = -3%	B = 2	C = 13%	D = 0	E = 8	F = 0.3	G = -1	H = 6	I = 0
Cc1ccc(CO/N=C/c2c(O)cc(C)oc2=O)cc1
  A = 0%	B = 3	C = -0.4%	D = 8	E = -3	F = 0.0	G = 15	H = -10	I = -4
COc1ccc(NC(=O)Cn2c(-c3ccccc3)cc(C(C)=O)c2C)c(OC)c1
  A = -1%	B = 4	C = 0.5%	D = 4	E = -11	F = -4.8	G = 4	H = 12	I = -23
CCCn1nnc(NC(=O)/C=C/c2ccccc2)n1
  A = -10%	B = 1	C = -0.2%	D = -4	E = 1	F = -0.4	G = -2	H = 1	I = -14
Cc1ccccc1OCC(=O)NC(C)c1ccccc1 (stereo not drawn)
  A = 1%	B = 1	C = 1.2%	D = 9	E = -15	F = -1.0	G = 2	H = -6	I = 8
COc1ccc(CNC(=O)CCCn2c(=O)c3cccn3c3cccnc32)cc1
  A = -2%	B = 1	C = ?	D = 3	E = -2	F = 0.2	G = 3	H = -2	I = -3&7
Cc1ccccc1C(=O)NC(=S)Nc1sc2c(c1C#N)CCCC2
  A = 7%	B = 3	C = 1.3%	D = 5	E = -1	F = 0.3	G = 3	H = 5	I = -8
CCN(CC(=O)Nc1ccc(OC)cc1)C(=O)c1ccc2c(c1)NC(=O)C(C)S2 (stereo not drawn)
  A = /	B = 0	C = -0.3%	D = 6	E = 0	F = -0.6	G = 6	H = 0	I = -14
Cc1ccc(NC(=O)COC(=O)c2cccnc2Cl)cc1S(=O)(=O)N1CCCCC1
  A = -21%	B = 13	C = 1.5%	D = 0	E = -8	F = 0.3	G = 6	H = 8	I = 3
COc1cc(OC)c(NC(=O)C(C)n2nc(-c3ccc(C)c(C)c3)ccc2=O)cc1Cl (stereo not drawn)
  A = ?	B = 4	C = 0.9%	D = 15	E = 1	F = 0.2	G = 0	H = -4	I = -11

Some values from the list.
CCCn1nnc(NC(=O)/C=C/c2ccccc2)n1 in TRHR enhancer reads -2
CCCCN(C(=O)c1ccc(COc2ccccc2)o1)c1c(N)n(CC(C)C)c(=O)[nH]c1=O in D2 potentiator reads 2
